USP1 inh: inhibitors of human USP1/UAF1 deubiquitinase. O94782. recombinant USP1/UAF1, Ub-Rhodamine cleavage fluorescence. Potency, µM (highest dose often 57.1 µM), without a hit: top-dose activity change, negative = inhibition, actives largely listed as inhibitors. 390,000 compounds, 0.23% hits. AID 743255; also: potency is read from the fitted curve at half-maximal effect; % is scaled to controls: 0 for no effect and ±100 for the full control effect; nearly all actives have a fitted effect of over 60% in size; inactives centre near -12
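USP1/UAF1 complex (1 nM) preincubated 15 min at room temperature with compound, then Ub-Rho substrate (150 nM final) added. Kinetic fluorescence at 480/540 nm over 6 reads at 60 s intervals; 50 mM HEPES pH 7.8, 0.5 mM EDTA, 0.1 mg/ml BSA, 1 mM TCEP, 0.01% Tween-20.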
TRHR ag: TRH receptor (human) agonism; 360,000 compounds, 0.18% hits; P34981; activation, % at 2 µM; AID 493084; TRHR cells, calcium flux fluo-8, FDSS agonist mode; in the data active = activation above about 30%; also: 0% is about no effect
Target sequence (P34981 whole entry, looked up): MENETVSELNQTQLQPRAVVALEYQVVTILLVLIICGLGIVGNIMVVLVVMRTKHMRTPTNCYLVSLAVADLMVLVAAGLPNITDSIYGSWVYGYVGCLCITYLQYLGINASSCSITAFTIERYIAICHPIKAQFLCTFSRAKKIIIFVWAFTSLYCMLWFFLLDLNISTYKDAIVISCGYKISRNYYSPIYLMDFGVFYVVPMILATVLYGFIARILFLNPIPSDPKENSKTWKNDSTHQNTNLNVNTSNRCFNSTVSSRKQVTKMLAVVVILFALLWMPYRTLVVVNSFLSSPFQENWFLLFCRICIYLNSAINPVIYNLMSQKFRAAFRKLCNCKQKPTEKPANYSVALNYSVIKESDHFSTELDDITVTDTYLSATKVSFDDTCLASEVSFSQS
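Steps: seed TRHR cells overnight; add fluo-8 no-wash Ca dye, RT 30 min–1.5 h; record 10 s baseline; pin-transfer compounds; monitor fluorescence 1 cycle/s for the agonist window. Calcium increases flag candidate agonists.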
Pin1 inhibitor: blocks the human prolyl isomerase Pin1 | Potency, µM (top dose mostly 115 µM), without a hit: at the highest dose activity, negative = inhibition, usual class: inhibitors | AID 504891 | 390,000 compounds, 0.009% hits | Pin1 FP peptide displacement, HiFluor488, 10 min; active = well fitted inhibition curve with a large enough effect in the polarisation, with a control signal flat, not every such curve was filed as active; inconclusive = small, poorly fitted or top-dose-only effect, or effect the other way, or a change in a side signal; inactive = no such curve, though single readings can be large or run the other way; the % refers to the polarisation; also: potency is read from the fitted curve at half-maximal effect; % is scaled to controls: 0 for no effect and ±100 for the full control effect
Target sequence (Q13526 whole entry, looked up): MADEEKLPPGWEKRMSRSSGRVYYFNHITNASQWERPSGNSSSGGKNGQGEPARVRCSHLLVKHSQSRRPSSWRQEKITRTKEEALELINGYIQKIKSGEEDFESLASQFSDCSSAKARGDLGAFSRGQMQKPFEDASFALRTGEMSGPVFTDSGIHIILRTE
TRHR PAM: allosterically enhances the human TRH receptor. 360,000 compounds, 0.66% hits. P34981. enhancement, % at 2 µM. TRHR cells, fluo-8 calcium fluorescence, EC20 TRH enhancement; in the data active = enhancement above about 30%; also: 0% is about no effect
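Enhancer read-out: after compound pinning and an initial kinetic agonist-mode read, an EC20 of TRH (10 nM final) was injected and fluo-8 calcium signal (Ex 480/Em 530) followed at 1 s/cycle for 100 cycles in TRHR-expressing cells.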
TrxR1 substrate: is turned over as a substrate by rat TrxR1; O89049; purified TrxR1 substrate turnover, NADPH consumption readout; Potency, µM (top dose mostly 114 µM), inactives show top-dose activity change, negative = substrate turnover; 390,000 compounds, 0.01% hits; also: potency is read from the fitted curve at half-maximal effect; % is scaled to controls: 0 for no effect and ±100 for the full control effect; nearly all actives have a fitted effect of over 50% in size
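Rat TrxR1, dispensed at 90 nM, was prereduced with 400 uM NADPH (final) for 5 min at ~22 deg C, then incubated with compound 15 min before 400 uM selenite. A first-read NADPH fluorescence drop versus no-compound background flagged substrates.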
IDH1 R132H inh: blocks human mutant IDH1 R132H enzyme; O75874; IDH1-R132H enzyme, NADPH consumption, diaphorase/resazurin fluorescence; Potency, µM (titrated, usually from 76.6 µM), without a hit: at the highest dose activity change, negative = inhibition, usual class: inhibitors; 390,000 compounds, 0.093% hits; also: potency is read from the fitted curve at half-maximal effect; % is scaled to controls: 0 for no effect and ±100 for the full control effect; nearly all actives have a fitted effect of over 65% in size
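IDH1-R132H (0.5 ug/mL dispensed) in pH 7.5 Tris buffer was preincubated 30 min with compound, then given a substrate mix of 0.016 mM NADPH and 2 mM alpha-KG for 80 min at room temperature; remaining NADPH was read by diaphorase/resazurin fluorescence.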
D2 agonist: agonists of human D2 dopamine receptor; HEK293 T-REx D2 cells, calcium flux agonist mode; activation, % at 2 µM; P14416; 340,000 compounds, 0.53% hits; AID 485358;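 active = activation over 3 SD above normal in the single-dose calcium agonist read, cut at about 30% in these data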; also: 0% is about no effect
Target sequence (P14416 whole entry, looked up): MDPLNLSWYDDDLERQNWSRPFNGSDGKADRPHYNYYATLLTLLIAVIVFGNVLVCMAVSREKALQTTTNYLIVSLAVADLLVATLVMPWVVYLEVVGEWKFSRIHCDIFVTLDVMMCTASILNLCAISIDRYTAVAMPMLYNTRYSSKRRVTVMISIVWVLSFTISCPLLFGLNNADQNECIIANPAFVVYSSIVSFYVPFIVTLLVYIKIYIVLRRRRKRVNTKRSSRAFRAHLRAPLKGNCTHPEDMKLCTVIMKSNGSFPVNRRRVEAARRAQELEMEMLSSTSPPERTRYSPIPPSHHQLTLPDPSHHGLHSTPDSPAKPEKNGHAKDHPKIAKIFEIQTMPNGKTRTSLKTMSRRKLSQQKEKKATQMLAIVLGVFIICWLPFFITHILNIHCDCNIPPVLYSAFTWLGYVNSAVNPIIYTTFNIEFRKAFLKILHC
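HEK293 Trex D2 cells, tetracycline-induced, o/n 30 C 5% CO2; no-wash Ca dye, RT 30–90 min; 10-cycle baseline, 23 nl cpd added, kinetic Ca read 180 s; agonist hits = positive Ca response.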
TrxR1 inh: inhibitors of rat thioredoxin reductase 1 | O89049 | recombinant rTrxR1, NADPH fluorescence consumption, selenite substrate | Potency, µM (highest dose often 114 µM), without a hit: at the top dose activity change, negative = inhibition, actives largely listed as inhibitors | 390,000 compounds, 1% hits | AID 588453; also: potency is read from the fitted curve at half-maximal effect; % is scaled to controls: 0 for no effect and ±100 for the full control effect; nearly all actives have a fitted effect of over 65% in size
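Rat TrxR1 (90 nM in the dispensed reagent) was pre-reduced with 400 uM NADPH for 5 min at room temperature, then incubated with compound for 15 min. After 400 uM selenite was added, NADPH fluorescence (Ex 340/Em 450 nm) was followed for 8 min.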
D2 antagonist: antagonizes the human D2 dopamine receptor. P14416. HEK293 TREx D2 cells, calcium flux, dopamine EC80. inhibition, % at 10 µM. 340,000 compounds, 2% hits. AID 485344; in the data active = inhibition above about 30%; also: 0% is about no effect
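Antagonism is scored as inhibition of an EC80 dopamine-evoked calcium signal in a force-coupled, tetracycline-inducible HEK293 T-REx D2 line, with compound present 180 s before agonist.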
The depositor's hits bear a star; u = inconclusive; x = not tested or not shown; & = joins results of further samples; [ ] = dose if it differs, or a comment. Unless noted, calls follow the shape of the dose curve; as a rule, active = well fitted inhibition curve with a large enough effect; inconclusive = small, poorly fitted or top-dose-only effect; inactive = no such curve, though single readings can be large or run the other way. This is a subset; rates above refer to the full screens.

SMILES	USP1 inh	TRHR ag	Pin1 inhibitor	TRHR PAM	TrxR1 substrate	IDH1 R132H inh	D2 agonist	TrxR1 inh	D2 antagonist
NC(=O)c1cc(NC(=O)COC(=O)CCCN2C(=O)c3cccc4cccc(c34)C2=O)cc(C(N)=O)c1	13%	x	u	x	15%[57.1 µM]	-5%	x	30%[57.1 µM]	x
Cc1[nH]c2ccc3ccccc3c2c(=O)c1C/C=C/Cl	-13%	-0.5	23%	-4	8%[57.1 µM]	-8%	1.9	11%[57.1 µM]	-6
O=S(=O)(c1ccccc1)N1CCN(C2CCN(Cc3ccccc3)CC2)CC1	-5%	-0.5	1%	9	11%[57.1 µM]	6%	-1.2	12%[57.1 µM]	-16
COc1ccc(CCNC(=O)C(C)OC(=O)c2nsc(Cl)c2Cl)cc1OC (configuration not stated)	-22%	-1.1	-7%	1	14%[0.0914 µM]	-3%	x	16%[57.1 µM]	x
CS(=O)(=O)N(Cc1ccc(Cl)cc1)c1ccc(C(=O)NCCSc2ccccn2)cc1	-5%	0.0	14%	3	-11%	2%	-0.4	0%	-14
Cc1cccc(-n2nnnc2SCc2csc(-c3ccccc3)n2)c1	-29%	-0.6	18%	3	-5%	-1%	x	-8%	x
Cc1ccc(NC(=O)C2C3/C=C\CCCCC32)cc1 (configuration not stated)	-21%	0.7	7%	-7	-5%	6%	-0.1	-5%	19
Cc1cccc(-n2c(=O)[nH]c3c(C(N)=O)nc(C(C)C)nc32)c1	-4%	-1.3	7%	2	24%	0%	0.9	21%	-11
CCn1cc2nc(SCc3ccccc3Cl)n(Cc3ccc(OC)cc3)c(=O)c2n1	-22%	0.8	1%	-7	-2%[57.1 µM]	-5%	0.8	14%[57.1 µM]	x
Cc1ccc(CNC(=O)CC2Nc3c4ccccc4nc(=S)n3C2=O)cc1 (configuration not stated)	x	-0.1	x	1	x	x	-3.6	x	-20
CCN(CC)c1ccc(C2CC(=O)Nc3cc(OC)c(OC)cc32)cc1 (configuration not stated)	-22%	-0.2	-3%	0	-9%[57.1 µM]	7%	0.1	5%[57.1 µM]	8
Cc1cc(C)cc(NCc2cc3c(cc2[N+](=O)[O-])OCO3)c1	-15%	-0.4	-1%	-1	2%	7%	-1.9	-3%	-1
CCOc1ccc(C(=O)NCCn2cc(SCC(=O)Nc3ccc4c(c3)OCCO4)c3ccccc32)cc1	-19%	-2.1	71%[activator]	-4	-6%	-17%	0.8	16%	x
CC1CCCN(C(=O)COC(=O)Cn2cnc3ccccc32)C1 (configuration not stated)	-20%	x	1%	x	-1%	4%	x	-4%	x
CCN(C(=O)Cn1c(=O)n(CC2CCC(C(=O)NC)CC2)c(=O)c2sccc21)c1ccccc1 (configuration not stated)	-22%	0.1	1%	0	4%[57.1 µM]	-6%	x	7%[57.1 µM]	x
CCCCOc1ccc(-c2cnc3ccccc3n2)cc1	-2%	1.1	-6%	-8	7%[57.1 µM]	6%	-0.2	-4%[57.1 µM]	15
COc1cc(NC(=O)Cn2c(-c3cncs3)nc3ccccc32)cc(OC)c1OC	-13%	-0.7	5%	5	2%	3%	-1.2	4%	0
O=C(CSc1ncnc2c1oc1ccccc12)Nc1cccc(F)c1	-6%	0.7	2%	-3	-7%	1%	-0.7	-1%	2
CC(C)NS(=O)(=O)c1ccc(OCC(=O)NCC2CCCO2)c(Cl)c1 (configuration not stated)	-4%	0.1	2%	8	2%	2%	1.3	13%	11
COc1ccc(S(=O)(=O)N(CC(=O)NCc2ccncc2)c2ccc(C)cc2)cc1OC	-17%	-0.1	-12%	-6	4%	5%	0.2	8%	-9
O=C(c1ccccc1)N1N=C(c2ccccc2)CC1c1ccccc1 (configuration not stated)	-31%	-0.2	0%	9	-5%	5%	-1.5	10%	-8
C[C@@H]1C[C@H](O)c2cc(Cl)ccc2N1	-7%	0.1	-14%	-8	-3%	1%	0.4	-24%	7
COc1ccccc1NC(=O)CSc1nc2n[nH]c(C)c2c(=N)n1-c1ccccc1Cl	-7%	-0.5	18%	2	0%	9%	0.2	6%	-7
CCOC(=O)c1c(NC(=O)c2nn(CC)cc2Br)sc(C)c1C	-23%	1.8	-5%	3	136%[activator]	6%	1.8	43%[activator]	-13
COc1cccc(C(=O)/C=C/Nc2ccc(S(=O)(=O)Nc3cccc(C(C)=O)c3)cc2)c1	-8%	-0.1	33%[activator]	-1	-4%	-9%	-1.0	-10%	-1
SMILES	USP1 inh	TRHR ag	Pin1 inhibitor	TRHR PAM	TrxR1 substrate	IDH1 R132H inh	D2 agonist	TrxR1 inh	D2 antagonist
NS(=O)(=O)c1cccc(NC(=S)NCc2ccc3c(c2)OCO3)c1	-6%	0.0	0%	-6	9%	5%	1.5	22%[57.1 µM]	-17
COc1cc(/C=c2\s/c(=C\C(=O)C(C)(C)C)[nH]c2=O)cc(OC)c1OC	-23%	1.6	u	1	-5%	-6%	2.7	-14%	20
CC1(C)CC(=O)C2=C(C1)NC(Nc1nc3ccccc3o1)=NC21CCCC1	-14%	-1.6	-1%&-11%	0	7%	7%	-1.4	15%	-7
CC(C)Oc1ccc(CCC(=O)NNC(=S)NCc2ccccc2)cc1	-5%	0.7	2%	1	-2%	-4%	-0.4	7%	-18
CCOC(=O)Cn1nc(/C=C/c2ccc(OC)cc2)ccc1=O	-2%	x	-16%	x	-9%	1%	x	-14%	x
O=C(Nn1cnc2ccccc2c1=O)c1ccccc1F	-3%	0.5	0%	6	-3%	-10%	1.0	16%	-1
CC(C)c1ccc(OC(=O)c2cccc(S(=O)(=O)N3CCN(C)CC3)c2)cc1	-13%	-0.8	-3%	15	-4%	9%	-0.1	8%	7
COc1cc2c(cc1OC)C(C)N(C(=O)CCN1C(=O)C3C4C=CC(C4)C3C1=O)CC2 (configuration not stated)	4%	1.5	0%	0	7%[57.1 µM]	3%	0.4	8%[57.1 µM]	-4
COc1ccc(CCN(C)C(=S)Nc2cccc(C)c2)cc1OC	-19%	0.1	-2%	10	0%[57.1 µM]	3%	0.0	24%[57.1 µM]	-1
COc1ccc(-c2cccc(NS(=O)(=O)c3cc(C)c(Cl)cc3C)c2)nn1	-14%	0.3	8%	14	-5%[57.1 µM]	0%	1.7	19%[57.1 µM]	x
Cc1ccc(OCCCCn2cnc3ccccc32)cc1	-8%&1%	-0.4&0.0	-1%&-1%	11&-2	-10%&-5%	0%&2%	-1.4&0.4	-6%&-6%	5
Cc1nc(Nc2ccccc2)c2oc3ccc(Cl)cc3c2n1	-7%	0.1	13%	-3	40%[activator][57.1 µM]	12%	-0.8	15%[57.1 µM]	0
Cc1cccc(NC(=S)N2CCN(S(=O)(=O)c3ccc(F)cc3)CC2)c1	-10%	0.1	-2%	1	-1%	0%	0.5	22%	-1
Nn1c(-c2ccccc2)nc2cc(Cl)ccc2c1=O	-19%	0.2	4%	1	-12%	-10%	-0.1	-15%	-7
COc1ccc(-c2c3c(=O)n(C)c(=O)n(C)c3c3c(-c4ccc(C)cc4)nc4ccccc4n23)cc1	-16%	0.2	-1%	4	-5%	18%	-1.3	9%	x
Cc1ccnc(NC(=O)c2cccc(NC(=O)COc3ccccc3)c2)c1	9%	-0.4	-6%	-2	-8%	1%	-0.3	-19%	-8
C#CCOCCOCCOCCNc1nc(N2CCN(C(=O)C(Cc3cc4ccccc4[nH]3)n3cc(C(N)Cc4ccc(O)cc4)nn3)CC2)nc(N2CCN(C(=O)C(Cc3cc4ccccc4[nH]3)n3cc(C(N)Cc4ccc(O)cc4)nn3)CC2)n1 (configuration not stated)	-23%	-0.2	30%	3	7%	0%[38.3 µM]	-0.1	8%	2
Clc1ccccc1-c1nc2ccccc2c2nncn12	-4%	0.9	-3%	-1	8%	1%	-0.1	14%	-18
COc1cccc(C(=O)CC2(O)C(=O)Nc3ccc(Cl)cc32)c1 (configuration not stated)	5%	1.2	-8%	-3	3%	27%	7.5	6%	x
O=c1ccc2ccc(OCc3nnc(-c4ccccc4Br)o3)cc2o1	-9%	0.0	21%	1	18%	4%	-1.0	11%	-4
CCc1ccc2oc(-c3ccc(NC(=O)c4cccc(Cl)c4Cl)cc3)nc2c1	-3%	0.9	-3%	5	56%[activator]	-8%	2.4	9%	x
CCCCn1nnnc1NCc1cccnc1	4%	1.4	-3%	2	-2%	-5%	x	-30%[57.1 µM]	x
Cc1cc(Oc2ccccc2)nc(SCC(=O)Nc2ccc(Cl)cc2Cl)n1	-14%	1.8	11%	-3	2%	-4%	0.1	17%	-6
C[C@]12c3[nH]c4ccccc4c3CCN1C(=O)C(CC(=O)NCc1cccc(C(F)(F)F)c1)C[C@@H]2C(=O)N1CCOCC1 (some centres not stated)	-22%	x	-2%	x	-11%	-10%	x	-9%	x
Nc1ccccc1C(=O)NC12CC3CC(CC(C3)C1)C2	-2%	0.2	-8%	0	32%	2%	0.6	15%	-13
O=C(CSc1nnc(-c2ccncc2)o1)c1ccc2c(c1)OCCO2	-20%	-0.2	4%	13	1%	-10%	0.1	9%	-9
CCC(C)n1c(=N)c(C(=O)NC2CCCCC2)cc2c(=O)n3cc(C)ccc3nc21 (configuration not stated)	-5%	-0.7	1%	2	x	9%	-1.7	u	x
O=C(NCCc1ccco1)c1ccc(OCc2cn3ccccc3n2)cc1	-10%	x	u	x	14%[57.1 µM]	-5%	x	5%[2.29 µM]	x
CCn1c(=S)ccc2ccc(OC)cc21	-11%	-0.3	3%	4	7%	6%	0.6	11%	5

2 entries from above, with two lines to a compound:
Value order: USP1 inh	TRHR ag	Pin1 inhibitor	TRHR PAM	TrxR1 substrate	IDH1 R132H inh	D2 agonist	TrxR1 inh	D2 antagonist
CCc1ccc2oc(-c3ccc(NC(=O)c4cccc(Cl)c4Cl)cc3)nc2c1
→ -3%	0.9	-3%	5	56%[activator]	-8%	2.4	9%	x
CCCCn1nnnc1NCc1cccnc1
→ 4%	1.4	-3%	2	-2%	-5%	x	-30%[57.1 µM]	x

High-throughput results as filed in PubChem.
